Lipid droplet: modulators of hepatic lipid droplet formation; AML12 mouse hepatocytes, oleate lipid droplets, BODIPY imaging; AID 1656; 240,000 compounds, 0.4% hits; inhibition, % at 6.5 µM;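 active = lipid droplet intensity inhibited by at least 50%, with more than 500 cells counted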
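Material – mouse AML12 hepatocyte cell line, fixed after treatment · Compound dosing – one dose, 6.5 µM compound · Times – compound with oleate, overnight · Measured by – Image-based BODIPY and DAPI two-channel analysis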
T cell modulator: T cell immune modulators affecting CD8 T cell-vesicle binding. 2C CD8+ T cell-vesicle binding, flow cytometry; hits give low values. calls only at 7 µM. 330,000 compounds, 0.068% hits. AID 2052;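 active = response, share of CD8 T cells binding vesicles, and their 90th percentile fluorescence all below set limits, cut at about 80% in these data, passing the limit was not always enough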
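Assay system: 2C TCR transgenic mouse naive CD8+ T cells, MACS-purified | Read-out: CD8+ gate FL2 mean fluorescence as % of same-row positive control | Signal: High-throughput flow cytometry with anti-B7-1 and anti-CD8 staining | Timing: Binding step 1.5 h, 37 °C, antibody labelling 20 min, ice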
TNAP activation fold: human TNAP enzyme activators, primary screen, biochemical, luminescent, no phosphate acceptor, uHTS (AID 1001); purified TNAP, luminescent activation assay, no phosphate acceptor; higher activation fold means a stronger effect; activation fold at 20 µM, or EC50 in µM where a hit was titrated; 200,000 compounds, 0.03% hits; in the data active = activation fold from about 3, or a potency from the dose series; inactive = the rest, 99 in 100 with activation fold below about 1.6; note: many of its hits are not listed in these tables
b-catenin transl: beta-catenin nuclear translocation modulation; HeLa beta-catenin nuclear translocation, immunofluorescence imaging; nuclear translocation activity, % at 5 µM; 190,000 compounds, 0.3% hits;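 active = nuclear translocation activity above 50% at 5 µM, with a well cell count of 50 or more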;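 note: per-cell ratio of nuclear to cytoplasmic median beta-catenin stain intensity; plate controls were DMSO negative control for no effect and GSK-3 inhibitor IX positive control for full effect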
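Test system: human HeLa cell line; Doses: 5 µM primary, 0.02–20 µM confirmation; Incubation: 24 h compound exposure, 37°C; Detection: beta-catenin immunofluorescence imaging with DAPI; Read-out: beta-catenin nuclear/cytoplasmic ratio, % activation.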
Autophagy mod: autophagy modulation, high-content screen | MEF GFP-LC3 puncta imaging; test concentration mostly 10 µM | calls only at 10 µM (by protocol) | 190,000 compounds, 0.98% hits;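 active = percentage of spot-positive cells more than 3 SD above its plate mean, without a fluorescence outlier flag or 80% toxicity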;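 note: spot-positive cell cutoff set from DMSO-treated cells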
human PMI inhibition: inhibitors of human PMI, primary screen, biochemical, fluorescence intensity, coupled assay (AID 1209). purified PMI enzyme, coupled fluorescence intensity; higher % means a stronger effect. 190,000 compounds, 0.42% hits. one-dose inhibition, % at 20 µM; IC50 in µM for titrated hits;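 note: plate controls were DMSO vehicle for no effect and wells lacking substrate for full effect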
Insulin prom up: MIN6 insulin promoter up-regulation; MIN6 insulin promoter-GFP reporter, high-content imaging; hits give high values; 190,000 compounds, 0.3% hits; z-score at 5 µM; AID 1625;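 active = z-score above 3 at 5 µM with at least 500 cells counted in the well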
MT stabilize HCS: microtubule stabilizers in HeLa cells. 200,000 compounds, 0.83% hits. % tubulin-high responders, % at 10 µM. HeLa tubulin immunostaining HCS, 24 h; share of cells brighter than vehicle mean+2SD;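 active = plate Z-score above 3 for both tubulin-high and condensed-nucleus cell shares, with cell loss under 80%, at 10 µM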;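 note: anti alpha tubulin signal scored within the nucleus-defined area of each cell; some results filed as inactive read as strong as hits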
PMI inhibition: human PMI inhibitors, high substrate, primary screen, biochemical, fluorescence intensity, high mannose 6-phosphate (AID 1220) | recombinant PMI enzyme, coupled fluorescence intensity; higher % means a stronger effect | 190,000 compounds, 0.66% hits | inhibition, % at 20 µM; hits with a dose series show IC50 in µM
Insulin prom up cell count: second read-out of Insulin prom up, no call of its own (marks repeat the call); cell count; measured here: cytotoxicity, nuclei count;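 total cells summed across four imaged fields per well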
Lipid droplet cells 6.5 µM: second read-out of Lipid droplet, no call of its own (marks repeat the call); cell count; measured here: cell count, cytotoxicity flag;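 cells counted across two imaged fields per well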
b-catenin transl cell count 5 µM: further read-out of b-catenin transl, marked with its call; cell count; measured here: cell count, cytotoxicity flag
T cell modulator vesicle-bound %: further read-out of T cell modulator, marked with its call; double positive events, %; measured here: CD8+ vesicle-bound cell fraction;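 binding gate set so that unloaded-vesicle control wells show 10% double positive cells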
MT stabilize HCS Hoechst-high %: also measured in MT stabilize HCS; calls as there; % Hoechst-high responders; measured here: nuclear condensation Hoechst responders;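 share of cells brighter than vehicle mean plus two SD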
MT stabilize HCS cytotoxicity %: also measured in MT stabilize HCS; calls as there; toxicity, %; measured here: cytotoxicity by cell density;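 0% = mean cell density of plate MIN control wells and 100% = no cells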
Autophagy mod cell loss 18 h: recorded beside Autophagy mod, whose call it bears; toxicity, %; measured here: cell loss, nuclei count;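 cell loss after 18 h compound exposure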
* hit, by the source's call; i = inactive; · = no result given. Cut-off read from the data, not from the text of the source, unless noted: active = inhibition above about 50%; inactive = the rest.

entry	Compound	Lipid droplet	Lipid droplet cells 6.5 µM	T cell modulator	T cell modulator vesicle-bound %	TNAP activation fold	b-catenin transl	b-catenin transl cell count 5 µM	Autophagy mod	Autophagy mod cell loss 18 h	human PMI inhibition	Insulin prom up	Insulin prom up cell count	MT stabilize HCS	MT stabilize HCS Hoechst-high %	MT stabilize HCS cytotoxicity %	PMI inhibition
1	Cc1cc(C)nc(-n2nc(C)c(C3(O)C(=O)Nc4ccccc43)c2N)n1 (stereo not given)	·	·	i	36	0.9	·	·	i	-4	-3%	·	·	4.0	3.2	7.9	9%
2	CC1=CC2=NC(=O)/C(=C\c3cccn3CCOc3ccc(C)c(C)c3)C(=N)N2O1	-15	562	i	0	1	-2.3	1146	i	12	22%	·	·	5.0	2.8	7.0	12%
3	Cc1ccccc1Nc1nc(N)nc(CSc2n[nH]c(N)n2)n1	1	712	i	26	·	0.0	1342	·	·	·	1.4	1366	·	·	·	·
4	CCn1cc([N+](=O)[O-])c(C(=O)N2N=C(c3ccc4ccccc4c3)CC2c2cc(Br)ccc2O)n1 (stereo not given)	89*	779*	i	14	1	10	316	i	-13	18%	·	·	4.9	1.6	7.0	19%
5	Cc1ccc(-c2nnn(CC(=O)N(Cc3ccco3)C(C(=O)NC3CCCC3)c3cccs3)n2)o1 (stereo not given)	-2	739	i	34	1.1	-4.5	1267	i	0	5%	0.3	1194	2.8	1.4	7.0	8%
6	CCOC(=O)N1CCN(C(=O)COc2cccc3c2CCN(Cc2ccccc2F)C3=O)CC1	3	687	i	31	1	-1.9	509	i	0	7%	-0.46	1394	1.9	2.0	4.3	12%
7	CCN(CC)C(=O)CSc1nnc(-c2ccccc2)o1	-3	754	i	41	1.1	-4.0	1202	i	-1	0%	-0.09	866	1.1	1.6	16	-2%
8	COc1ccc(-n2c(C)nc3cc(C(=O)NCc4ccc5c(c4)OCO5)ccc32)cc1	-3	658	i	47	1.1	-4.0	562	i	-17	7%	0.39	1268	5.7	3.4	7.1	4%
9	Cc1ccc(-c2noc(CCC(=O)NC3CCN(Cc4ccccc4)CC3)n2)cc1	·	·	·	·	1	-6.7	814	i	1	-6%	-0.44	722	2.8	2.0	5.0	1%
10	Cc1cc(C)c2nc(C(F)(F)F)c(C#N)c(N)c2c1	10	786	i	15	1.1	·	·	i	-15	6%	-0.3	895	1.4	1.3	3.6	2%
11	COc1ccc(NC(=O)CN(C)CC(=O)Nc2ccccc2SC)cc1Cl	13	639	i	43	1	-2.5	1190	i	7	14%	-0.07	1449	2.2	2.2	11	3%
12	CCOC(=O)c1sc(NC(C)=O)cc1C	22	699	i	40	1.1	-0.9	1064	i	1	1%	0.45	1735	2.3	2.7	6.0	0%
13	O=C(NC1CCCc2ccccc21)C(Cc1ccccc1)NS(=O)(=O)c1cccs1 (stereo not given)	1	594	i	37	1.1	-3.4	561	i	14	-6%	0.06	1459	2.1	3.6	3.5	-6%
14	COc1ccc2oc(=O)c(C(=O)NCc3ccc4c(c3)OCO4)cc2c1	-4	694	i	3	1.1	-1.1	988	i	3	7%	·	·	2.1	2.3	5.7	10%
15	CN(C(=S)NC(=O)c1ccc(Br)o1)c1ccccc1	11	728	i	48	1	-3.1	605	i	7	9%	-0.09	1160	1.7	2.2	5.7	-8%
16	Cc1ccc(NC2=C(Cl)C(=O)OC2OC(=O)c2ccco2)cc1 (stereo not given)	-1	738	i	54	1.1	·	·	i	-8	2%	0.5	881	0.9	1.0	17	2%
17	CCCCCCNc1cc2n(c(=O)n1)CCc1cc(OC)c(OC)cc1-2	·	·	i	30	1.2	-3.1	1002	i	-1	3%	-2.3	1194	1.9	2.5	9.2	12%
18	CCCCNC(=O)c1cc2cc(OC)ccc2[nH]1	-3	620	i	19	·	-5.2	1218	·	·	·	0.29	1314	·	·	·	·
19	O=c1[nH]c(CSc2nnc(-c3ccco3)n2-c2ccccc2)nc2sc3c(c12)CCC3	·	·	·	·	1.1	-4.6	1004	·	·	-1%	0.25	1209	·	·	·	2%
20	Cc1ccc(-n2c(N)c(C#N)c(-c3ccc(Cl)cc3)c(C#N)c2=O)cc1	·	·	i	26	1.1	2.0	1362	i	-28	2%	-0.37	1469	4.4	2.4	6.8	-2%
21	COc1ccccc1N1CC(C(=O)Nc2ccc3c(c2)OCO3)CC1=O (stereo not given)	28	698	i	49	1.1	1.9	961	i	-15	13%	-0.14	1682	3.1	1.9	3.3	9%
22	COc1cc(/C=C/C(=O)N2CCN(c3n[nH]c(=O)[nH]c3=O)CC2)cc(OC)c1OC	12	765	i	31	1.1	0.2	1112	i	-21	-11%	0.02	1202	1.6	0.9	7.3	-12%
23	Cc1c(C(=O)N2CCCC2)sc(NC(=O)c2ccc(Cl)cc2)c1C#N	-7	749	i	14	1.1	-0.2	1173	i	-5	-2%	0.29	1296	3.1	1.4	1.8	-3%
24	COC(=O)CS(=O)(=O)c1cccc2cccnc12	8	682	i	47	1.2	-0.1	1564	i	-22	1%	0.08	1460	1.5	1.1	5.4	24%
25	CCC(C(=O)OC)n1c(-c2ccccc2)nc2ccccc2c1=O (stereo not given)	-1	732	i	49	1.1	0.2	1485	i	-9	9%	-0.96	1339	1.2	1.2	5.6	0%
26	NC(=O)C1CCN(Cc2nc3c(Br)cc(Br)cc3c(=O)[nH]2)CC1	-9	673	i	34	1.3	-0.3	1123	i	12	1%	-0.27	1306	1.4	3.1	9.0	5%
27	COc1ccc(NC(=O)C2CCCN2C(=O)NCc2ccccc2)cc1 (stereo not given)	3	699	i	54	1.1	-0.1	1108	i	-22	-11%	-0.29	1314	3.0	2.0	9.8	-13%
28	Fc1cccc2sc(Nc3nc4c(F)cccc4s3)nc12	-11	528	i	28	1.5	-0.8	823	i	-24	1%	-0.27	1198	3.2	3.9	7.2	29%
29	COc1cc(OC)cc(C(=O)Nc2ccc3c(c2)COC3=O)c1	8	798	i	32	1.1	2.4	1185	i	-1	4%	0.09	1291	4.6	2.2	3.8	3%
30	COc1ccc(OC(=O)CCN2C(=O)C3C4C=CC(C4)C3C2=O)cc1 (stereo not given)	6	592	i	57	1.1	-5.5	1109	i	12	-5%	-0.59	1604	3.0	2.3	2.4	-10%
31	COc1cc2c3c(c1)c(C1=NC(=S)NC1=O)c(O)n3C(C)(C)C=C2C	24	794	i	15	1.2	·	·	i	-16	7%	-0.7	830	2.4	1.8	6.2	3%
32	Cc1cc(NC(=O)CN2CCN(S(=O)(=O)c3ccc4ccccc4c3)CC2)no1	8	806	i	9	1.1	·	·	i	37	5%	·	·	2.7	1.8	8.5	-4%
33	CCCC1S/C(=N/N=C/c2ccc(OC)cc2)N(Cc2ccccc2)C1=O (stereo not given)	-9	810	i	56	1.1	-0.3	1036	i	-9	20%	0.5	892	2.5	2.0	5.1	13%
34	CCCC12CN3CC(C)(CN(C1)C3c1ccc(OC(C)C)cc1)C2=O (stereo not given)	·	·	i	51	1.1	·	·	i	19	-5%	·	·	3.4	1.6	3.5	6%
35	Cn1c(=O)c2c(nc(SCc3ccccc3)n2Cc2ccc(Cl)cc2)n(C)c1=O	-22	762	i	18	1	-0.3	1084	i	4	14%	-1.4	564	4.4	3.4	2.6	12%
36	COc1ccc(CCNS(=O)(=O)c2cn(C)c(=O)n(C)c2=O)cc1	-2	620	i	24	0.9	-3.3	1037	i	-8	-5%	·	·	2.4	3.6	2.8	-3%
37	COc1ccc(S(=O)(=O)N(c2onc(C)c2Cl)S(=O)(=O)c2ccc(OC)c(OC)c2)cc1OC	37	706	i	51	1	-1.7	1112	i	-4	0%	0	1950	0.8	2.0	7.2	-4%
38	O=C(Cc1ccsc1)NCC(c1ccco1)N1CCCCC1 (stereo not given)	·	·	i	68	0.9	-3.3	1012	i	25	-6%	0.09	1218	1.6	1.9	1.7	-2%
39	Cc1cc2ccccc2nc1SCC(=O)NC1CCCCC1	5	747	i	62	1.1	0.3	1513	i	1	·	-0.76	1546	1.5	2.2	5.8	·
40	CCS(=O)(=O)n1nc(-c2ccc(Cl)cc2)nc1SC	·	·	i	49	0.4	-0.8	1461	i	6	14%	0.45	1248	1.7	1.4	5.5	13%
41	CCCCOCCCNS(=O)(=O)c1ccccc1	·	·	i	10	1.1	-2.8	837	i	16	7%	1.1	1157	3.2	1.7	9.3	6%
42	CC(C)N1CCN(Cc2ccc(C#CCCO)cc2)CC1CCO (stereo not given)	4	614	i	57	1.1	0.9	981	i	17	6%	0.36	1417	2.9	3.2	7.2	6%
43	OCC1(CCCc2ccccc2)CCN(C2CCSCC2)CC1	-14	716	i	52	1.1	0.2	1166	i	-14	9%	1.3	1443	1.8	2.7	2.3	5%
44	CCC(=O)Nc1ccc(C(=O)NCc2ccccn2)cc1	3	701	i	37	1	-1.4	1490	i	14	-29%	0.42	1423	3.4	2.0	3.1	-41%
45	Cc1c(C(=O)N2CC(C)OC(C)C2)sc2nc(-c3ccccc3)cn12 (stereo not given)	·	·	i	36	1.1	-1.8	995	i	-43	8%	-0.69	1258	3.7	2.8	8.7	5%
46	Cc1ccc(NC(=O)COC(=O)c2cccc(N3C(=O)c4ccccc4C3=O)c2)cc1	-1	719	i	33	·	-0.3	1279	·	·	·	0.12	1095	·	·	·	·

Ordered by heavy-atom count (smallest number first): 3 of the compounds above
entry	Compound	Lipid droplet	Lipid droplet cells 6.5 µM	T cell modulator	T cell modulator vesicle-bound %	TNAP activation fold	b-catenin transl	b-catenin transl cell count 5 µM	Autophagy mod	Autophagy mod cell loss 18 h	human PMI inhibition	Insulin prom up	Insulin prom up cell count	MT stabilize HCS	MT stabilize HCS Hoechst-high %	MT stabilize HCS cytotoxicity %	PMI inhibition
41	CCCCOCCCNS(=O)(=O)c1ccccc1	·	·	i	10	1.1	-2.8	837	i	16	7%	1.1	1157	3.2	1.7	9.3	6%
42	CC(C)N1CCN(Cc2ccc(C#CCCO)cc2)CC1CCO (stereo not given)	4	614	i	57	1.1	0.9	981	i	17	6%	0.36	1417	2.9	3.2	7.2	6%
45	Cc1c(C(=O)N2CC(C)OC(C)C2)sc2nc(-c3ccccc3)cn12 (stereo not given)	·	·	i	36	1.1	-1.8	995	i	-43	8%	-0.69	1258	3.7	2.8	8.7	5%

Bioassay records deposited in PubChem by several laboratories.
